# Tat export inh – blocks Tat-dependent protein export in E. coli; E. coli MC4100 TorA-mCherry Tat export, fluorescence; inhibition, % at 10 µM; actives 0.036% (n = 340,000); AID 488895;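 active means mean replicate inhibition at least 50% and at least half of replicates individually reaching 50%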;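 further: exported cargo escapes ClpAP degradation while cytoplasmic cargo is degraded and loses fluorescence; 0% = median of neutral control wells and 100% = median of NaSCN control wells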
# Wnt bcat act – activates Wnt/beta-catenin signaling in a reporter cell assay. activator, plate reader. actives 1.2% (n = 300,000). activation, % at 9.35 µM; in the data active means activation above about 30%, passing the limit was not always enough;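 further: 0% = neutral control wells and 100% = positive control wells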
# Rtt109 HAT inh – inhibitors of Candida albicans Rtt109/Vps75 histone acetyltransferase | purified Rtt109/Vps75, ThioGlo CoA-SH fluorescence, 4 h | inhibition, % at 34.9 µM | actives 0.16% (n = 330,000);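 active means inhibition of at least 50% in every replicate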
# Target sequence (Q5AAJ8 whole entry, looked up): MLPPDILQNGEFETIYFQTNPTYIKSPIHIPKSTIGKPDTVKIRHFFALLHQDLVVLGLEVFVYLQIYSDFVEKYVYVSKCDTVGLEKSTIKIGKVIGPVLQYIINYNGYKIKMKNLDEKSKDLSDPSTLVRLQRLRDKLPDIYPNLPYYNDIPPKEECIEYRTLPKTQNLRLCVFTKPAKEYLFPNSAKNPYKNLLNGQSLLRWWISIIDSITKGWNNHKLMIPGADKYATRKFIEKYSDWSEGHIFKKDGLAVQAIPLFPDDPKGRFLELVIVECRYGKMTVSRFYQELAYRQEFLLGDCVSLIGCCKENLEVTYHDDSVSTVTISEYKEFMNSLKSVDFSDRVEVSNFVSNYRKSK
# V-ATPase pHluor – regulators of yeast V-ATPase proton transport. actives 0.37% (n = 350,000). response, % at 10 µM. S. cerevisiae, pHLuorin cytosolic pH fluorescence. AID 504577; in the data active means response mostly above about 7.3%, no sharp cut-off; inactive means mostly below about 5.4%; further: actives read high; inactives centre near 0; some compounds called inactive have numbers as strong as hits; reference of the scale not given here
# Numbers without * were called inactive; nt = no result given. The list is partial; count on the stated rates, not on these rows.
cpd	smiles	Rtt109 HAT inh	Wnt bcat act	V-ATPase pHluor	Tat export inh
1	Cc1ccc(S(=O)(=O)N2C[C@H]3[C@H]4C(=O)N(c5ccccc5)C(=O)[C@H]4CC(=O)[C@H]3[C@@H]2c2ccccc2F)cc1	nt	-0.7	nt	nt
2	CC(C)=CCC[C@H](C)CC1Cc2[nH]c(=S)[nH]c(=O)c2C(c2ccc(Cl)cc2)O1 (stereo not given in full)	nt	-3.1	nt	nt
3	O=C(NCc1ccccc1)[C@H]1CCCN1C(=O)[C@H]1CCCN1C(=O)c1ccc(F)c(F)c1	nt	-1.6	nt	nt
4	Cc1cc(NC(=O)COc2ccc3c(C)c(C)c(=O)oc3c2)no1	nt	-1.0	nt	nt
5	COC(=O)[C@]12C[C@H](CC(=O)NCc3ccccc3)C(=O)N(Cc3ccc4c(c3)OCO4)C1=C[C@H](COCc1ccccc1)O[C@@H]2C	nt	0.7	nt	nt
6	CCCS(=O)(=O)NC(=O)C1(C)CCN(C(=O)c2cc(F)ccc2C)C1 (stereo not given)	nt	-0.3	nt	nt
7	C[C@@H]1NC(=O)[C@H](CC(N)=O)NC(=O)c2cc([N+](=O)[O-])cc(I)c2OCC[C@@H](C(=O)NC(CC(=O)O)C(N)=O)NC1=O (stereo not given in full)	nt	0.0	nt	nt
8	CC(C)C[C@@H](COCc1ccc(Cl)cc1)N1CCN(C(=O)c2ccc(Cl)cc2Cl)CCC1=O	nt	-3.6	nt	nt
9	CC1(C(=O)NS(=O)(=O)c2cccc(Cl)c2)CCN1C(=O)Cc1ccc(-c2ccccc2)cc1 (stereo not given)	nt	-0.8	nt	nt
10	COc1ccc(CC(N)c2csc(Nc3cc(Oc4ccccc4)ncn3)n2)cc1 (stereo not given)	nt	-0.3	nt	nt
11	O=C(O)[C@@H]1C[C@@H](O)CN1	nt	26.1	nt	nt
12	CC(=O)NC(c1ccc(F)c(F)c1)c1nc(-c2cccc(F)c2)cs1 (stereo not given)	nt	-2.7	nt	nt
13	CC(C)NC(=O)C1(C)CSCC(=O)N1Cc1cccc(F)c1 (stereo not given)	nt	-3.1	nt	nt
14	CC1(Cc2cccc(F)c2)C(=O)Nc2ccc(-c3cccnc3)cc21 (stereo not given)	nt	-8.2	nt	nt
15	O=CNc1cc(-c2ccc(C(=O)NC3CC3)cc2)cn2c(-c3ccc(F)cc3)cnc12	nt	8.2	nt	nt
16	CCOC(=O)C1=CCC(c2ccc(F)cc2)N(S(=O)(=O)c2ccc(C)cc2)C1 (stereo not given)	nt	-3.0	nt	nt
17	C[N+](=O)C1C(=O)Nc2ccccc21 (stereo not given)	nt	-1.4	nt	nt
18	COC(=O)[C@]12C[C@H](CC(=O)N3CCC(c4ccccc4)CC3)C(=O)N(Cc3ccccc3)C1=C[C@H](C(C)C)O[C@@H]2C1CC1	nt	0.4	nt	nt
19	COc1ccc(CC(=O)Nc2nc(OCC(F)(F)F)cnc2-c2ccc(Cl)cc2Cl)cc1	nt	-1.6	nt	nt
20	COc1ccccc1CNC(=O)c1cn(C)c2ccc(S(=O)(=O)N3CCCCC3)cc2c1=O	nt	-2.0	nt	nt
21	CC(=O)O[C@@H]1C=C[C@@H](C#Cc2ccc(C(C)(C)C)cc2)O[C@@H]1COC(=O)NC(C)C	nt	6.3	nt	nt
22	CCC(C(=O)NC(C)(C)C)n1c(-c2ccc3c(c2)OCO3)nc2ccccc21 (stereo not given)	nt	1.6	nt	nt
23	O=C(Nc1cccc(OC(F)(F)F)c1)C1Cc2c(-c3cccc(F)c3)ccnc2O1 (stereo not given)	nt	2.2	nt	nt
24	CCOC(=O)N1CCN(C(=O)C[C@@H]2C[C@@]3(C(=O)OCC)CCC=C3N(Cc3ccc4c(c3)OCO4)C2=O)CC1	nt	-0.9	nt	nt
25	O=C1NC[C@@H](CCCCN2C[C@H](Cc3ccccc3)N(Cc3ccccc3)C(=O)C2=O)N(Cc2ccccc2)C1=O	nt	3.8	nt	nt
26	Cc1cccc(C)c1NC(=O)C(c1ccc(-c2ccccc2)cc1)n1c(=O)c(-c2ccco2)nc2ccccc21 (stereo not given)	nt	-3.9	nt	nt
27	CC(O)(c1ccc(F)c(F)c1)c1nc(/C=C/c2ccccc2)cs1 (stereo not given)	nt	4.5	nt	nt
28	O=C1N(Cc2ccccc2)c2ccc(Br)cc2[C@]12C[C@H](O)CO2	nt	-1.7	nt	nt
29	CCCCC[C@@H](C)N1C[C@H](COCc2ccccc2)Oc2cc(N3CC[C@H](O)C3)ccc2S1(=O)=O	nt	7.4	nt	nt
30	COc1ccc(CNC(=O)c2sc(=O)n(Cc3ccc(C)cc3)c2C)cc1OC	nt	-3.3	nt	nt

# New compounds follow:
cpd	smiles	Rtt109 HAT inh	Wnt bcat act	V-ATPase pHluor	Tat export inh
31	Cc1ccccc1-c1ccc2c(c1)[C@@H]1C[C@H]3[C@@H](CN1CC2)[C@H](C)OC(C1CCCCC1)N3C (stereo not given in full)	nt	-3.6	nt	nt
32	O=C(NCCN1CCC(n2c(=O)[nH]c3ccccc32)CC1)c1ccccc1C(F)(F)F	nt	-2.3	nt	nt
33	COc1ccc(N2C(c3ccsc3)=Cc3cc4c(cc3C2c2c[nH]c3ccccc23)OCO4)cc1 (stereo not given)	nt	-4.6	nt	nt
34	COc1ccccc1-c1cnc(C(O)c2ccc(C)cc2C)[nH]1 (stereo not given)	nt	0.1	nt	nt
35	CCOC(=O)N(C)c1c(CC)nc2c(OCc3ccc(Cl)cc3)cccn12	nt	-3.3	nt	nt
36	Cc1cccc(C)c1NC(=O)C(c1ccccc1)N(C)CCc1ccccc1 (stereo not given)	nt	-0.9	nt	nt
37	CC(C)(C)n1nnnc1C(c1ccccc1OC(F)(F)F)N1CCN(C/C=C/c2ccccc2)CC1 (stereo not given)	nt	-7.9	nt	nt
38	COc1ccccc1CNC(=O)C1(C)CCN1Cc1ccc(OC(F)(F)F)cc1 (stereo not given)	nt	-10.5	nt	nt
39	CN1C(=O)C(c2cn(C)c3ccccc23)(c2cn(C)c3ccccc23)c2cc(F)ccc21	nt	-1.8	nt	nt
40	CN(C)CCCNc1nc2cc(-c3ccc(C(=O)N4CCN(C)CC4)cc3)sc2c(=O)n1C	nt	1.7	nt	nt
41	CCCCN(C(=O)c1ccccc1Br)C(c1ccc(OC)cc1)c1nc2ccccc2[nH]1 (stereo not given)	nt	-1.1	nt	nt
42	CCc1ccc([C@H]2[C@@H]3C(=O)C[C@@H]4C(=O)N(c5ccccc5)C(=O)[C@@H]4[C@@H]3CN2S(=O)(=O)c2ccc(C)cc2)cc1	nt	-1.0	nt	nt
43	CC(=O)OC[C@H]1O[C@@H](n2ncc(=O)[nH]c2=O)[C@H](OC(C)=O)[C@@H]1OC(C)=O	-3.3	nt	nt	1.0
44	CCOC(=O)C(NC(=O)CCC(=O)Nc1ccc(S(N)(=O)=O)cc1)C(O)c1ccccc1 (stereo not given)	2.8	nt	nt	2.1
45	COc1ccc(C2=CC(=O)C=CC2=O)cc1	103.6*	nt	nt	0.7
46	O=C(c1ccc(F)cc1)[C@@H]1[C@@H](C(=O)c2ccccc2)[C@@]2(C(=O)Nc3ccccc32)[C@H]2c3ccccc3C=CN12	11.0	nt	nt	-2.5
47	CCCn1c(C)c(C(=O)OCC)c(O)c(-c2ccccc2)c1=O	nt	3.9	-4.6	nt
48	COc1ccc(CCNC(=O)c2ccc3c(c2)S(=O)(=O)N=C2CCCCCN23)cc1OC	nt	-4.0	6.5	nt
49	C[C@H]1CCCCO[C@H](CN(C)Cc2ccncc2)[C@@H](C)CN([C@@H](C)CO)C(=O)c2cc(NS(=O)(=O)c3ccccc3)ccc2O1	nt	-1.4	-0.2	nt
50	COc1cc(CN2CCC(C(=O)NC(C)(C)C)CC2)ccc1OCc1ccccc1	nt	5.8	1.4	nt
51	CCN(CC)C(=O)C1=C(C)N(Cc2ccc(F)cc2)C(=O)C(CC(=O)NCCc2ccccn2)C1 (stereo not given)	nt	-1.2	0.2	nt
52	COc1ccccc1N=NNc1ccccc1OC	nt	20.9	-0.1	nt
53	NNC(=S)NC1CCS(=O)(=O)C1 (stereo not given)	nt	-0.1	-2.6	nt
54	CCc1noc(C)c1C(=O)N(CC)CC(=O)NCc1ccc(F)cc1	nt	0.0	-3.3	nt
55	Cc1cc(C(=O)N2CCc3ccccc32)ccc1[N+](=O)[O-]	nt	-1.2	-2.8	nt
56	COc1cc(NC(C)=O)c2ncccc2c1Br	nt	1.3	-0.8	nt
57	Cc1ccc([C@@H]2CC(=O)[C@@H]3CN(S(=O)(=O)c4ccc(C)cc4)[C@H](c4ccccc4)C[C@@H]3N2S(=O)(=O)c2ccc(Cl)cc2)cc1	nt	-2.3	-1.4	nt
58	Clc1ccc(CNCC2CCCO2)c(Cl)c1 (stereo not given)	nt	-1.9	-1.0	nt
59	N#CC(c1ccccc1)C(CC(=NO)c1ccccc1)c1ccccc1 (stereo not given)	nt	-0.7	1.8	nt
60	CCCc1cc(CCC)n2nc(N)nc2n1	nt	-1.9	4.0	nt

# Filtered by structure, the entries above with a COOH group (two)
cpd	smiles	Rtt109 HAT inh	Wnt bcat act	V-ATPase pHluor	Tat export inh
7	C[C@@H]1NC(=O)[C@H](CC(N)=O)NC(=O)c2cc([N+](=O)[O-])cc(I)c2OCC[C@@H](C(=O)NC(CC(=O)O)C(N)=O)NC1=O (stereo not given in full)	nt	0.0	nt	nt
11	O=C(O)[C@@H]1C[C@@H](O)CN1	nt	26.1	nt	nt

# Six records drawn at random from the list so far:
cpd	smiles	Rtt109 HAT inh	Wnt bcat act	V-ATPase pHluor	Tat export inh
48	COc1ccc(CCNC(=O)c2ccc3c(c2)S(=O)(=O)N=C2CCCCCN23)cc1OC	nt	-4.0	6.5	nt
35	CCOC(=O)N(C)c1c(CC)nc2c(OCc3ccc(Cl)cc3)cccn12	nt	-3.3	nt	nt
54	CCc1noc(C)c1C(=O)N(CC)CC(=O)NCc1ccc(F)cc1	nt	0.0	-3.3	nt
55	Cc1cc(C(=O)N2CCc3ccccc32)ccc1[N+](=O)[O-]	nt	-1.2	-2.8	nt
53	NNC(=S)NC1CCS(=O)(=O)C1 (stereo not given)	nt	-0.1	-2.6	nt
43	CC(=O)OC[C@H]1O[C@@H](n2ncc(=O)[nH]c2=O)[C@H](OC(C)=O)[C@@H]1OC(C)=O	-3.3	nt	nt	1.0

# Later entries.
cpd	smiles	Rtt109 HAT inh	Wnt bcat act	V-ATPase pHluor	Tat export inh
61	CCN(CC(=O)Nc1ccc2c(c1)OCCO2)C(=O)COc1ccc(C(C)=O)cc1	nt	-2.1	0.7	nt
62	COc1cc(/C=N/NC(=O)c2cc(-c3ccccc3C)nc3ccccc23)cc(OC)c1O	nt	5.9	5.0	nt
63	CC1CCCCC1NC(=O)c1cc(Cl)nc2ccccc12 (stereo not given)	nt	-1.7	1.0	nt
64	CCCCN1C[C@H](CSC)[C@@H](CC(=O)Nc2ccc(OC)cc2)C1=O	nt	0.2	1.9	nt
65	C[C@@H]1CN([C@@H](C)CO)C(=O)CCCn2cc(nn2)CO[C@H]1CN(C)S(=O)(=O)c1ccc(C#N)cc1	nt	-3.7	0.9	nt
66	Cc1noc(COc2ccccc2OCC(N)=O)n1	nt	-1.9	-1.3	nt
67	COc1cccc(N2CCN(C(=O)C3CCN(C(=O)Nc4ccccc4)CC3)CC2)c1	nt	-0.3	-2.1	nt
68	O=C(N/N=C/c1cc(Br)c(O)c([N+](=O)[O-])c1)C(O)(c1ccccc1)c1ccccc1	nt	-1.9	0.0	nt
69	COc1ccc(-c2ccc3[nH]c4c(c3c2)CCN2C[C@H]3[C@H](C)ON(C)[C@H]3C[C@@H]42)cc1	nt	-2.5	-0.7	nt
70	CCOC(=O)c1ccc(-c2ccc(/C=N/NC(=O)c3cncc(Br)c3)o2)cc1	nt	29.3	-1.1	nt
71	Cc1cc(NC(=O)CSc2nnc3ccc(-c4ccccc4)nn23)no1	nt	3.5	1.5	nt
72	COc1cccc(NC(=O)C(=O)NCC2CCCN2S(=O)(=O)c2cccs2)c1 (stereo not given)	nt	-3.0	-2.8	nt
73	Brc1ccc(-c2c[n+]3c(n2-c2ccccc2)SCC3)cc1	nt	-0.8	-1.3	nt
74	Cc1ccc(S(=O)(=O)N2C[C@H]3N(C(=O)OC(C)C)N(C(=O)OC(C)C)C[C@H](OC(=O)NC4CC4)[C@@]3(O)C2)cc1	nt	-0.5	-1.2	nt
75	Cc1cn([C@H]2C[C@H](O)[C@@H](CNC(=O)[C@H](N)Cc3cn(COCc4ccccc4)cn3)O2)c(=O)[nH]c1=O	nt	-1.0	1.4	nt
76	C/C(=N\Nc1ccc2nncn2n1)c1ccccn1	nt	-5.0	-0.2	nt
77	O=C(C1CCCCC1)N1C[C@@H](n2cc(C3CC3)nn2)[C@H](O)C[C@@H]1c1ccc(Cl)cc1	nt	-1.6	0.3	nt
78	O=C(CCNC(=O)c1ccc(Cl)cc1)Nc1cc(C(F)(F)F)ccc1N1CCOCC1	nt	-2.3	-2.9	nt
79	Cc1cc(N/N=C/c2ccccc2)nc(N2CCOCC2)n1	nt	22.5	4.1	nt
80	Cc1ccc(Nc2n[nH]c(=S)s2)cc1C	nt	12.0	-1.2	nt
81	Cc1cc(NC(=O)c2cc([N+](=O)[O-])cc([N+](=O)[O-])c2)no1	nt	2.2	0.6	nt
82	Cn1c(=O)c2c([nH]c(=O)n2C)n(Cc2ccccc2)c1=O	nt	-1.7	-0.8	nt

# Assay outcomes: PubChem, several laboratories
